Bioassay records as filed in PubChem BioAssay.
GLS inhibitor = qHTS for Inhibitors of Glutaminase (GLS); Glutaminase kidney isoform, mitochondrial (Homo sapiens), O94925; AID 624170, 2012; Potency, µM (titrated, usually from 45.5 µM), without a hit: at the top dose activity change, negative = inhibition, hits mostly inhibitors; 410,000 compounds, 0.21% hits; GLS enzymatic activity, qHTS titration; note: % is set by controls: 0 for no effect and ±100 for the full control effect
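hKGA in 45 mM KH2PO4 (pH 8.2), 0.02% Tween-20 with compound, then 1mM L-Glutamine (stock as added) plus glutamate oxidase/HRP/Amplex red coupling mix. Fluorescence read initially and after 30 min at RT; signal change reflects glutamate formation.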
JMJD2A Tudor = qHTS Assay for Inhibitors of JMJD2A-Tudor Domain | Lysine-specific demethylase 4A (Homo sapiens), O75164 | AlphaScreen JMJD2A-Tudor / H3K4me3 peptide binding | Potency, µM (titrated, usually from 114 µM), inactives show at the highest dose activity change, negative = inhibition, hits mostly inhibitors | 390,000 compounds, 4.4% hits | AID 504339, 2011; note: % is set by controls: 0 for no effect and ±100 for the full control effect; nearly all actives have a fitted effect of over 50% in size
Target sequence (O75164 whole entry, looked up, the tested form may be a part): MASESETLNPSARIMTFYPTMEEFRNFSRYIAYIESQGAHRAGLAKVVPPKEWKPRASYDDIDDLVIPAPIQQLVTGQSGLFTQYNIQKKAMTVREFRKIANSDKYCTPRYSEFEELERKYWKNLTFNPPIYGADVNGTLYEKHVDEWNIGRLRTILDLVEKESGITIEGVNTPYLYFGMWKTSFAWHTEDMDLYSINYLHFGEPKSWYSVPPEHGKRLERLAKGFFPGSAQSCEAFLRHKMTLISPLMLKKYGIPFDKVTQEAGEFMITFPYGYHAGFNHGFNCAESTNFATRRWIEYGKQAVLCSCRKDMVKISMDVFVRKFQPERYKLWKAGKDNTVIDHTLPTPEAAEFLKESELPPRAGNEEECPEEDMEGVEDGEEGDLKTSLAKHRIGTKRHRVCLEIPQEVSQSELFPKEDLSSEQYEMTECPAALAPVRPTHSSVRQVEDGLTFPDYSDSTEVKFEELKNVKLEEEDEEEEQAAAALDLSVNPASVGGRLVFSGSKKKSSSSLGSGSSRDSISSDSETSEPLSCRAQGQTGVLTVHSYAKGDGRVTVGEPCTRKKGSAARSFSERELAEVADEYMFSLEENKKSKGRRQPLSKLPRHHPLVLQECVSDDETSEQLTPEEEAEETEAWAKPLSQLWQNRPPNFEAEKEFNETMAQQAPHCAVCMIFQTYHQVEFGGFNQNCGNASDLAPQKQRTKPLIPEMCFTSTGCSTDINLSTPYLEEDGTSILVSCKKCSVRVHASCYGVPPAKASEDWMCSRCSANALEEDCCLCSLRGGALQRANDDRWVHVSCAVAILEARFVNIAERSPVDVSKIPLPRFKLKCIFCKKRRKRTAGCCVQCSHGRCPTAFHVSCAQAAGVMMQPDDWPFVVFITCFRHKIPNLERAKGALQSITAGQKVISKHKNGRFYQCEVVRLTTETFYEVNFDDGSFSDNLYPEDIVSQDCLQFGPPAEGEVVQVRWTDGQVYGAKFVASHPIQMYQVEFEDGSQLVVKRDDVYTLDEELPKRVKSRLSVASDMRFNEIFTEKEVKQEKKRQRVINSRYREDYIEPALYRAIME
POLI inh = qHTS for Inhibitors of Polymerase Iota | DNA polymerase iota (Homo sapiens), Q9UNA4 | Pol iota fluorescent replication assay, 10 min | Potency, µM (highest dose often 115 µM), inactives show top-dose activity, negative = inhibition, hits mostly inhibitors | 390,000 compounds, 1% hits
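Fluorescent replication assay read twice, at 0 min and 10 min after adding 50 nM (final) substrate. Enzyme (10 nM) and compounds were first incubated 15 min at room temperature; enzyme-free buffer wells were negative controls.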
BLM helicase inh = qHTS Assay for Inhibitors of Bloom's syndrome helicase (BLM); RecQ-like DNA helicase BLM (Homo sapiens), P54132; recombinant BLM DNA unwinding, fluorescence dequenching; Potency, µM (highest dose often 56.1 µM), for the others: at the top dose activity change, negative = inhibition, most hits filed as inhibitors; 350,000 compounds, 0.2% hits;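 note: plate controls were vehicle for no effect and no enzyme for full effect; nearly all actives have a fitted effect of over 35% in size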
G9a block = qHTS Assay for Inhibitors of Histone Lysine Methyltransferase G9a; Histone-lysine N-methyltransferase EHMT2 (Homo sapiens), Q96KQ7; G9a H3K9 monomethylation, AlphaScreen, 2 h; Potency, µM (titrated, usually from 102 µM), inactives show top-dose activity, negative = inhibition, most hits filed as inhibitors; 350,000 compounds, 8.8% hits; note: % is set by controls: 0 for no effect and ±100 for the full control effect; nearly all actives have a fitted effect of over 75% in size
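Quantitative HTS format: methyltransferase activity on a biotin-tagged H3K9 peptide is measured by AlphaScreen, using a rabbit anti-monomethyl-H3K9 antibody with streptavidin donor and anti-IgG acceptor beads. Final levels are 20 nM enzyme, 500 nM peptide, 20 uM SAM; 2 h RT.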
HP1b chromo inh = HTS for Inhibitors of HP1-beta Chromodomain Interactions with Methylated Histone Tails; Potency, µM (top dose mostly 114 µM), for inactives: at the highest dose activity change, negative = inhibition, actives largely listed as inhibitors; 390,000 compounds, 0.56% hits; Chromobox protein homolog 1 (Homo sapiens), P83916; AlphaScreen HP1-beta / biotin-H3K9me3 peptide binding; note: nearly all actives have a fitted effect of over 70% in size; inactives centre near 23
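AlphaScreen: HP1-beta (50 nM) preformed 30 min with biotin-H3(1-18)K9me3 peptide (50 nM) in PBS pH 7.4, 0.01% Tween-20. Compound added for 30 min at RT, then streptavidin donor/nickel chelate acceptor beads (10 ug/mL) for 30 min.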
Tb PGK inh = qHTS Assay to Find Inhibitors of Phosphoglycerate Kinase; PGK/GAPDH coupled, Kinase-Glo luminescence, 60 min; Potency, µM (doses to about 57.5 µM), without a hit: at the top dose activity change, negative = inhibition, hits mostly inhibitors; 380,000 compounds, 0.043% hits; AID 602233, 2012; note: % is set by controls: 0 for no effect and ±100 for the full control effect; nearly all actives have a fitted effect of over 60% in size
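Luminescent ATP detection (Kinase-Glo Plus) follows a 60-minute room-temperature incubation, with wells lacking PGK as controls. Buffer: 100 mM TEA (pH 7.6), 5 mM MgCl2, 0.01% Tween-20. Coupling enzyme GAPDH (100 nM final) supplies unstable 1,3-BPG in-well.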
BAZ2B block = qHTS Assay for Inhibitors of BAZ2B. AID 504333, 2011. AlphaScreen BAZ2B-H3K14Ac peptide displacement. Bromodomain adjacent to zinc finger domain protein 2B (Homo sapiens), Q9UIF8. Potency, µM (series often up to 114 µM), inactives show at the highest dose activity change, negative = inhibition, usual class: inhibitors. 360,000 compounds, 4.4% hits; note: % is set by controls: 0 for no effect and ±100 for the full control effect; nearly all actives have a fitted effect of over 60% in size
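BAZ2B 50 nM plus b-H3(5-23)K14Ac 50 nM, PBS pH 7.4/0.01% Tween-20, 30 min RT; compound added (max 110 uM), 30 min RT; streptavidin donor/Ni-chelate acceptor beads 10 ug/mL final, 20 min dark; AlphaScreen read.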
Pin1 inhibitor = qHTS Assay to Find Inhibitors of Pin1 | Potency, µM (highest dose often 115 µM), without a hit: top-dose activity, negative = inhibition, most hits filed as inhibitors | Pin1 FP peptide displacement, HiFluor488, 10 min | Peptidyl-prolyl cis-trans isomerase NIMA-interacting 1 (Homo sapiens), Q13526 | 390,000 compounds, 0.009% hits; active = well fitted inhibition curve with a large enough effect in the polarisation, with a control signal flat, not every such curve was filed as active; inconclusive = small, poorly fitted or top-dose-only effect, or effect the other way, or a change in a side signal; inactive = no such curve, though single readings can be large or run the other way; the % refers to the polarisation; note: % is set by controls: 0 for no effect and ±100 for the full control effect
* = called active by the depositor; i = inactive; ? = inconclusive; / = not tested or not shown; & = joins results of further samples; [ ] = dose if it differs, or a comment. Unless noted, calls come from the whole dose curve; as a rule, active = well fitted curve in the direction sought with a large enough effect; inconclusive = small, poorly fitted or top-dose-only effect, or another doubt; inactive = no such curve, though single readings can be large; an effect the other way counts as inactive or inconclusive. Potency is the fitted concentration of half-maximal effect. Not all compounds are listed; rates above refer to the full screens.

SMILES	GLS inhibitor	JMJD2A Tudor	POLI inh	BLM helicase inh	G9a block	HP1b chromo inh	Tb PGK inh	BAZ2B block	Pin1 inhibitor
C=CCN1C(=O)CSC1=Nc1cccc(O)c1	27.3%	-4.5%	21.4%	-1.5%	14.0%[12.7 µM]	27.7%	-0.7%	-6.8%	-4.6%
CCOc1cccc(N2C(=O)CC(N3CCN(c4ccc(S(=O)(=O)CC)cc4)CC3)C2=O)c1 (configuration not stated)	-5.9%	-12.4%	17.8%	4.1%	?	9.5%	-5.3%	-3.9%	2.9%
CCN(C(=O)CSc1nc(-c2ccccc2)no1)c1ccccc1	-3.0%	75.6%[activator]	26.0%	-3.3%	39.7%[59 µM]	99.8%[activator]	-8.3%	164.3%[activator]	-9.3%
CC(=O)c1ccc(-c2ccc(C(=O)N3CCCc4ccccc43)o2)cc1	-12.4%	?	?	-0.7%	44.7µM*	-24.0%	-5.0%	?	0.1%
CC(=O)N1c2ccc(S(=O)(=O)NCC3CCC(C(=O)NCc4ccco4)CC3)cc2CC1C (configuration not stated)	1.5%	-9.2%	23.9%	0.9%	22.1%	41.9%[activator]	6.5%	-17.8%	-3.2%
COc1ccc2nc(NC(=O)c3ccc(S(=O)(=O)N4CCCC(C)C4)cc3)sc2c1 (configuration not stated)	-2.8%	-7.5%	7.3%	-2.9%	8.9%[59 µM]	19.2%[57 µM]	-7.9%	-2.0%	-11.1%
Cc1ccc(/C=N/NC(=O)C2(C)CC2(Br)Br)cc1 (configuration not stated)	-13.9%	-16.1%	-3.0%	-12.8%	6.0%	-7.6%	i	-6.3%	2.6%
Cc1nc(C)c(/C(O)=C/c2nc3ccccc3oc2=O)s1	-3.7%	-27.1%	-1.4%	-2.2%	?	30.1%	-3.4%	-62.9%	17.4%
O=C(CSCc1cnn(-c2ccccc2)c1-n1cccc1)NCc1cccc(Cl)c1	-22.1%	0.3%	-15.6%	-2.1%	-44.8%[59 µM]	20.9%	-2.9%	-3.8%	16.2%
Cn1c(=O)cc(OCCCC(=O)N2CCN(c3ccccn3)CC2)c2ccccc21	2.7%	-13.5%	17.2%	2.2%	7.5%[12.7 µM]	30.7%[activator]	-5.7%	6.3%	4.4%
CN1C[C@@H]2C(c3ccc(C(F)(F)F)cc3)C3(c4ccccc4)CC2(C3)[C@H]1c1ccccc1 (some centres not stated)	8.1%	-23.4%	21.5%	-1.6%&-4.1%	10.8%[59 µM]	12.8%	4.3%	-32.9%	1.5%
C/C(=N\Nc1nc(N2CCOCC2)nc(N2CCOCC2)n1)c1ccc([N+](=O)[O-])cc1	3.7%	-12.8%[11.4 µM]	77.9%[activator]	-0.4%	-10.7%[59 µM]	18.4%	3.0%	-15.6%	4.0%
COc1cccc(C(=O)NCC(c2ccco2)N2CCc3ccccc3C2)c1 (configuration not stated)	6.5%	-27.6%	27.6%	/	?	10.3%	i	?	-2.4%
Cc1ccc(C(=O)N/N=c2\sc3ccccc3n2C)cc1	2.4%	11.9%	10.7%	2.9%	?	29.2%	5.2%	-3.5%	-1.3%
COc1ccc(OC)c(/C=C2\NC(=O)NC2=O)c1	10.3%	-2.5%	25.7%	-2.5%	-1.3%	29.6%	-8.6%	6.1%	0.6%
CC(=O)Oc1ccc2c(=O)oc(-c3ccc([N+](=O)[O-])cc3)nc2c1	-1.2%	-5.3%	14.8%	-0.4%	-17.3%	62.5%[activator]	-2.0%	-1.4%	3.2%
COc1cc(Cl)ccc1OCc1cc(C(=O)N(C)Cc2cn(C)nc2C)no1	0.0%	5.6%	47.9%[activator]	-3.4%	15.0%	24.5%	-3.1%	-10.8%	-9.1%
CN(CC1CCCN(CCc2ccccc2F)C1)C(=O)c1ccoc1 (configuration not stated)	7.8%	-10.7%	-9.1%	-0.3%	-0.8%	13.0%	-3.6%	-15.2%	4.1%
CCOC(=O)C1CCCN(C(=O)CSc2nnnn2C)C1 (configuration not stated)	-0.4%	-17.9%	3.3%	/	/	38.5%	-3.1%	/	-2.4%
COc1ccc(OC)c(-c2csc(NC(=O)COC(=O)C3CC3)n2)c1	-2.1%	-34.5%	10.9%	/	-10.3%[59 µM]	9.5%	-7.9%	-31.5%	-2.7%
O=C(NNc1cc(Cl)ccc1Cl)c1cccs1	12.6µM*	-12.5%	44.5%[activator]	-20.3%	56.2µM*	19.2%	5.2%	17.2%	-0.3%
COc1cc(/C=C2/SC(=O)NC2=O)ccc1Oc1ccc([N+](=O)[O-])cc1[N+](=O)[O-]	0.5%	-17.6%[11.4 µM]	?	-21.9%	?	-7.5%	-7.0%	?	?
Cc1cc(S(=O)(=O)Nc2ccc(C(=O)NCCCN3CCOCC3)cc2)ccc1F	-0.3%	-5.5%	2.8%	/	-16.0%[12.7 µM]	24.8%	i	-12.6%	-5.8%
N#C/C(=C\c1ccc[nH]1)C(=O)N1CCCCC1	1.5%	-11.5%	-22.0%	-2.1%	9.3%	-4.2%	5.9%	-3.5%	-1.6%
COC(=O)c1ccc(NN=Nc2ccc(C)cc2)cc1	17.8%	31.6µM*	64.8%[activator]	-6.6%	7.94µM*	79.4µM*	-0.4%	?	4.9%
COc1ccc(-n2c(SCCC(C)C)nc3sc4c(c3c2=O)CC(C(C)C)OC4)cc1 (configuration not stated)	-8.4%	-2.8%	-5.8%	-2.8%	-23.0%[59 µM]	24.2%	0.3%	0.5%	-0.6%
CCOC(=O)N1CCN(S(=O)(=O)c2ccc(F)c(C(=O)Nc3ccc(C(C)C)cc3)c2)CC1	-0.8%	-12.1%	-5.6%	-4.5%	17.6%	20.9%	-5.9%	4.2%	15.5%
Cc1ccc(C(=O)OCc2cn(-c3ccccc3)nn2)cc1	-9.6%	41.9%[activator]	-7.7%	-8.8%	135.7%[activator]	55.9%[activator]	-1.6%	46.7%[activator]	-5.2%
CC(C)Cn1cc(NC(=O)NCc2ccc(Cl)cc2)c2ccccc2c1=O	-14.1%	39.8µM*	27.5%	-2.5%	?	31.8%	-15.1%	3.4%[57.1 µM]	-0.4%
CCc1ccc(/C=N/n2c(C3CCCCC3)n[nH]c2=S)cc1	-15.7%	?	-27.2%	-9.9%	31.6µM*	-14.0%	/	-38.5%	34.3%[activator]
COc1ccc(C(=O)NCc2nnc(SCC(=O)NCc3ccc(F)cc3)o2)cc1	8.5%	-7.5%	3.9%	-0.7%	5.9%[12.7 µM]	76.1%[activator]	-3.7%	-32.1%	-0.6%
Cc1nc2ccccc2cc1C(=O)NCc1ccccc1	23.5%	-23.7%	162.9%[activator]	/	/	27.8%	-4.0%	/	1.1%
CC(=O)c1cccc(NC(=O)C2CC(c3ccc(F)cc3)=NO2)c1 (configuration not stated)	-1.4%	-6.9%	22.7%	-3.0%	-4.1%	19.0%	-7.4%	?	-8.4%
COc1ccc(C(=O)Nn2c(C)nnc2-n2nc(C)cc2C)cc1OC	-0.7%	-15.3%	26.6%	5.4%	9.9%[59 µM]	30.7%	/	1.8%	0.0%
O=C(CN1CCN(Cc2ccccc2Cl)C1=O)NCc1ccccn1	-0.4%	2.4%	19.1%	-1.5%	-0.4%	47.3%[activator]	-1.7%	-0.5%	-3.3%
COc1cccc(-c2cc(C(F)(F)F)n3nc(C(=O)Nc4c(C)n(C)n(-c5ccccc5)c4=O)cc3n2)c1	6.3%	-18.9%	128.9%[activator]	-2.6%	12.5%[59 µM]	1.7%	-7.0%	-18.9%	2.1%
OC(c1nc2ccc(F)cc2[nH]1)C(O)c1nc2ccc(F)cc2[nH]1 (configuration not stated)	-13.0%	-22.0%	125.9%[activator]	-1.1%	15.3%[0.501 µM]	26.2%	2.3%	-20.9%	-2.3%
Cc1ccc(CNC(=O)c2cccc(OCc3c(C)noc3C)c2)cc1	0.2%	-4.2%	10.9%	-5.1%	26.3%	24.7%	-4.4%	-2.1%	1.5%
N#C/C(=C\c1ccncc1)c1nc2ccccc2c(=O)[nH]1	2.3%	-7.7%	?	-12.1%	25.1µM*	36.7%	-4.6%	?	?
CC(C)CCNC1c2ccccc2C(=O)N1Cc1ccccc1 (configuration not stated)	-7.5%	2.0%	10.4%	-4.2%	?	44.6%[activator]	-5.9%	?	-2.2%
